High-throughput results deposited in PubChem BioAssay by National Center for Advancing Translational Sciences (NCATS).
HTT aggregate: qHTS Multiplex Assay to Identify Dual Action Probes in a Cell Model of Huntington: Aggregate Formation (GFP). 220,000 compounds, 1.1% hits. PC12 HttQ103-GFP aggregates, Acumen cytometry, 40 h. Potency, µM (titrated, usually from 46.1 µM), without a hit: at the highest dose activity change, negative = inhibition, usual class: inhibitors; further: on the % scale 0 is the no-effect control and ±100 the full control effect; nearly all actives have a fitted effect of over 60% in size
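Using laser scanning cytometry, GFP-positive aggregates were counted after lysis of PC12 cells induced with 100 nM tebufenozide to express HTT exon 1 Q103–GFP. Compounds were tested in titration.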
Tau fluor counter: Counterscreen qHTS for Inhibitors of Tau Fibril Formation, Fluorescence Polarization; tau K18 P301L Alexa594 fluorescence, heparin fibrillization; Potency, µM (series often up to 57.7 µM), for inactives: at the top dose activity change, negative = decrease; 280,000 compounds, 0.93% hits; AID 1463, 2008; further: on the % scale 0 is the no-effect control and ±100 the full control effect; nearly all actives have a fitted effect of over 55% in size
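Human K18 P301L tau (15 uM unlabeled plus 0.24 uM Alexa 594-labeled, final) in 100 mM sodium acetate pH 7 was mixed with compound and 20 uM heparin and incubated 6 hr at 37 C.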
HTT cytoprotect: qHTS Multiplex Assay to Identify Dual Action Probes in a Cell Model of Huntington: Cytoprotection (ATP); Potency, µM (top dose mostly 56.4 µM), for the others: cytoprotection (ATP increase), actives largely listed as activators; PC12 HTT-Q103 induced, cytoprotection, ATP luminescence, 40 h; 230,000 compounds, 0.14% hits;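 further: % of control where 0% means no effect; nearly all actives have a fitted effect of over 45% in size; toxic huntingtin expression switched on by the ecdysone agonist tebufenozide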
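PC12 cells with ecdysone-inducible HTT exon 1 Q103-GFP, induced with 100 nM tebufenozide and co-treated with library compounds in a dose series (1536-well, 1500 cells/well). Cytoprotection read as ATP content by ATPlite luminescence.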
Tau fibril FP: qHTS for Inhibitors of Tau Fibril Formation, Fluorescence Polarization; K18 P301L tau heparin fibrillization, Alexa594 FP, 6 h; Potency, µM (series often up to 57.7 µM), inactives show at the top dose activity, negative = inhibition, actives largely listed as inhibitors; 280,000 compounds, 0.39% hits; further: on the % scale 0 is the no-effect control and ±100 the full control effect; nearly all actives have a fitted effect of over 55% in size
Target sequence (P10636 561-689 P618L limits assumed): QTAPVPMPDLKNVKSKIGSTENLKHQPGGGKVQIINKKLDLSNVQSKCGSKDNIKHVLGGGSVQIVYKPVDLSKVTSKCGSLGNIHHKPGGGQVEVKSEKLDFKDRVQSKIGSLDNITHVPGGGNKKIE
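Human K18 P301L fragment (15 uM unlabeled plus 0.24 uM Alexa 594-labeled) in 100 mM sodium acetate pH 7 with compound, aggregation induced by 20 uM heparin for 6 hr at 37 C. ThT (30 uM) added for 1 hr, then Alexa 594 FP read.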
ALDH1A1 inh: qHTS Assay for Inhibitors of Aldehyde Dehydrogenase 1 (ALDH1A1). Aldehyde dehydrogenase 1A1 (Homo sapiens), P00352. Purified ALDH1A1, NADH fluorescence, propionaldehyde substrate. Potency, µM (top dose mostly 75.3 µM), inactives show top-dose activity, negative = inhibition, most hits filed as inhibitors. 220,000 compounds, 7.3% hits. AID 1030, 2008; active means well fitted inhibition curve with a large enough effect, not every such curve was filed as active; inconclusive means small, poorly fitted or top-dose-only effect, or another doubt; inactive means no such curve, though single readings can be large or run the other way;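 further: plate controls were no enzyme wells and a reference inhibitor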
Target sequence (P00352 whole entry, looked up): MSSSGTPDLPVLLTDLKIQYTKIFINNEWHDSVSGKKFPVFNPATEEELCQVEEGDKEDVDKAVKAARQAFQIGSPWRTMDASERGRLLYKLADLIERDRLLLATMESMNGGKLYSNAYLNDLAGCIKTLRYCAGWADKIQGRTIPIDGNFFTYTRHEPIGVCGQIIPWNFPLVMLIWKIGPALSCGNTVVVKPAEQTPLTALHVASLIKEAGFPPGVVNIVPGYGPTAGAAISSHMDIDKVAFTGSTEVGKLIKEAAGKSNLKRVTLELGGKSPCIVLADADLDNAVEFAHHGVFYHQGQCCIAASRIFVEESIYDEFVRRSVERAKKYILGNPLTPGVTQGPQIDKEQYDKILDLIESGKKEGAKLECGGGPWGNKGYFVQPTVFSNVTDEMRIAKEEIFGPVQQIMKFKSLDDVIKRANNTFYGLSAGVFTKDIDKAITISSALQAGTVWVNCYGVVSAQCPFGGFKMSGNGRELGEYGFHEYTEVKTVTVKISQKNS
Tau fibril ThT: qHTS for Inhibitors of Tau Fibril Formation, Thioflavin T Binding; recombinant tau K18 P301L (four-repeat tau fragment), heparin-induced fibrillization, ThT fluorescence; Potency, µM (highest dose often 57.4 µM), for the others: top-dose activity, negative = inhibition, actives largely listed as inhibitors; 270,000 compounds, 2.1% hits; further: on the % scale 0 is the no-effect control and ±100 the full control effect; nearly all actives have a fitted effect of over 55% in size
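K18 P301L tau (15 uM + 0.24 uM Alexa 594-tagged), heparin 20 uM, NaOAc pH 7, 6 h 37 C; ThT 30 uM, 1 h RT, ex 450/em 510 nm.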
JMJD2E inh: qHTS Assay for Inhibitors of Human Jumonji Domain Containing 2E (JMJD2E). Lysine-specific demethylase 4E (Homo sapiens), B2RXH2. JMJD2E catalytic domain, FDH-coupled NADH fluorescence (FDH is formaldehyde dehydrogenase). Potency, µM (doses to about 57.1 µM), inactives show at the top dose activity change, negative = inhibition, actives largely listed as inhibitors. 230,000 compounds, 1.6% hits. AID 2147, 2009; active means well fitted inhibition curve with a large enough effect, not every such curve was filed as active; inconclusive means small, poorly fitted or top-dose-only effect, or another doubt; inactive means no such curve, though single readings can be large or run the other way;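 further: 0% = wells with enzyme and -100% = buffer wells without enzyme; nearly all actives have a fitted effect of over 50% in size; many of its hits are not listed in these tables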
Target sequence (B2RXH2 1-337 limits assumed): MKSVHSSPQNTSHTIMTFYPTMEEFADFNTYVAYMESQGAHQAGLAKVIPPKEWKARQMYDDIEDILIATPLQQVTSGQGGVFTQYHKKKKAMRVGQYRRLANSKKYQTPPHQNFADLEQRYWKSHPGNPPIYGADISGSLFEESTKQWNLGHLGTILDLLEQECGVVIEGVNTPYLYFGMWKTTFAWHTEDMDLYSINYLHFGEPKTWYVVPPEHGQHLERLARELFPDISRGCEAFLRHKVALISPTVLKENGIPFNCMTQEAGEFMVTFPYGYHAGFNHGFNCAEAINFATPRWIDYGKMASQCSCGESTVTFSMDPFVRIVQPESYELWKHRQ
SMN2 splice up: qHTS Assay for Enhancers of SMN2 Splice Variant Expression | HEK293 SMN2-luciferase splicing reporter, luminescence, 30-36 h | Potency, µM (top dose mostly 46.1 µM), without a hit: top-dose activity change, positive = activation, hits mostly activators | 210,000 compounds, 2.8% hits | AID 1458, 2008; further: % of control where 0% means no effect; nearly all actives have a fitted effect of over 55% in size
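qHTS luciferase splicing reporter: luminescence rises when SMN2 exon 7 is included in transfected HEK293 cells. Compound exposure lasted 30-36 h at 37C, with 4.5 mM final sodium butyrate as control, followed by a ONE-Glo read.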
The depositor's hits bear a star; ? = inconclusive; / = no result given; & = joins results of further samples; [ ] = remark or other dose. Unless noted, the call rests on the fitted dose curve; in most records, active means well fitted curve in the direction sought with a large enough effect; inconclusive means small, poorly fitted or top-dose-only effect, or another doubt; inactive means no such curve, though single readings can be large; an effect the other way counts as inactive or inconclusive. Potency means the concentration at half of the fitted maximal effect.

The line under a structure holds: JMJD2E inh, Tau fibril ThT, Tau fluor counter, ALDH1A1 inh, SMN2 splice up, HTT aggregate, Tau fibril FP, HTT cytoprotect
Cn1c(-c2ccccc2)n[nH]c1=S
 : -8%, -10%, -6%, -4%, /, -15%[9.22 µM], -7%, 14%[10 µM]
O=C(CCN1C(=O)S/C(=C\c2ccccc2)C1=O)Nc1ccc(S(=O)(=O)Nc2nccs2)cc1
 : 2%, ?, ?, ?, 3%, -12%, -12%, -9%
CCOc1ccc(-n2c(=O)c3c4c(sc3n(Cc3cccc(Cl)c3)c2=O)CCCC4)cc1
 : /, -1%, -7%, /, 6%, /, 2%, /
C=CCN1C(=O)/C(=C\C=C2\N(C)c3ccccc3C2(C)C)SC1=S
 : -3%, ?, 17%, -2%, -23%, -18%, -7%, -8%[10 µM]
COc1ccc(CCNC(=O)COc2ncnc3ccccc23)cc1OC
 : 1%, -5%, -11%, 6%, 12%, 5%, -13%, -42%[inhibitor]
CCCC1(CCC)NC(=O)N(CC(=O)Nc2ccccc2OC)C1=O
 : 2%, -3%, 4%, -2%, -9%, -3%, 1%, 0%
O=c1c(OC2OC(CO)C(O)C(O)C2O)c(-c2ccc(O)c(O)c2)oc2cc(O)cc(O)c12 (stereo unspecified)
 : 8.9µM*, -18%, -9%, -14%, -30%, -2%, 4%, /
CS(=O)(=O)c1ccccc1-c1nc(-c2ccc([N+](=O)[O-])cc2)no1
 : 5%, -3%, -3%, -7%, -13%, 10%, -9%, -2%[10 µM]
CCC1=Nc2cc(C(=O)NCCCOC(C)C)ccc2Sc2ccccc21
 : 1%, -16%, -14%, ?, 8%, -13%, 3%, -39%[inhibitor]
Cc1ccc(C(=O)NNC(=S)NC(=O)COc2ccccc2)cc1
 : -6%, -20%, -3%, 18µM*, -50%[inhibitor], 0%, 5%, -21%
Cc1ccc(C)c(NC(=O)CSc2nnc(CSc3nc(C)cc(C)n3)n2Cc2ccco2)c1
 : 3%, -4%, 3%, 6%, -15%, -9%, 5%, -12%[10 µM]
COc1ccc(C(=O)Cc2ccccc2)cc1OC
 : 4%, 5%, 7%, -9%, 1%, 5%, 5%, /
Cc1ccc(C2=N/C(=C\c3c(C)nn(-c4ccccc4)c3N3CCCC3)C(=O)O2)cc1
 : ?, 13µM*, -16%, -3%, 3%, -10%, 2%, -7%[10 µM]
COC(=O)CN1C(=O)CC(C)(C)S(=O)c2ccccc21 (stereo unspecified)
 : -3%, -9%, -3%, 0%, 9%, -3%, -2%, -10%
Cc1oc2nc(SCC(=O)Nc3ccc(S(N)(=O)=O)cc3)nc(NC(=O)c3ccccc3)c2c1C
 : ?, 18%, -22%, 13%, -4%, 13%, ?, -12%
COc1ccc(CC(=O)NCc2n[nH]c(=S)n2-c2cccc(C)c2)cc1
 : 8%, -9%, -3%, 2%, -8%, 9%, 1%, 2%
CCOc1ccc(C(=O)NCCCN2CCOCC2)cc1OCC
 : -2%, -2%, -1%, -7%, -10%, 11%[9.22 µM], -3%, -46%[inhibitor]
COc1ccc(/C=N/NC(=O)c2[nH]nc3c2CCc2ccccc2-3)cc1OC
 : ?, ?, -23%, ?, -10%, ?, ?, -66%[inhibitor][10 µM]
CC(=O)n1c(Cl)c(NC(=O)CCl)c2ccccc21
 : 2%, -22%, -13%, 22µM*, -77%, 4%[9.22 µM], -5%, -93%[inhibitor]
CCC(=O)N(CCC(c1ccco1)C(C)C)Cc1ccccc1 (stereo unspecified)
 : -13%, -14%, -1%, ?, /, -4%[9.22 µM], -11%, 16%[10 µM]
O=C(NC1CCCCC1)C(=S)N1CCOCC1
 : -1%, -4%, 0%, 24µM*, 10%, -6%[9.22 µM], -3%, -33%[1.9 µM]
C/C=C(\C)c1nnc(NC(=O)c2ccco2)s1
 : -7%, -5%, 4%, -1%, 13µM*, -6%, 5%, -26%
O=C(O)c1cn[nH]c1-c1cccc([N+](=O)[O-])c1
 : -2%, 2%, -2%, 10%, /, -1%, 0%, -7%
COc1ccc(CNc2ccc(-c3ccc(OC)cc3)nn2)cc1
 : 3%, ?, -8%, 2%, 13%, 2%, -8%, -9%[10 µM]
CNC(=O)c1nc(C)n(-c2cc(Cl)cc(Cl)c2)n1
 : 5%, -16%, -5%, 13%, -24%, -21%, -7%, 6%[10 µM]
CC(NC(=O)c1ccccc1)c1ccc(Br)cc1 (stereo unspecified)
 : 2%, 2%, -11%, 1%, -40%[inhibitor], 0%, -10%, 1%
CCOC(=O)N1CCC(Nc2c(NCCN3CCN(c4cccc(Cl)c4)CC3)c(=O)c2=O)CC1
 : 1%, -11%, -12%, 7%, -6%, -3%, 3%, -2%
c1ccc2[nH]c(-c3ccncc3)nc2c1
 : ?, 6%&-5%, 3%&-9%, ?, /, -7%&-2%[9.22 µM], -1%&-2%, -9%&3%[10 µM]
Cc1ccc(S(=O)(=O)N2CCNC(=O)CC2)cc1
 : -7%, -13%, -9%, 3%, 22%, 10%, 1%, -29%
Cn1c(N)c(S(=O)(=O)NCc2ccccc2Cl)c(=O)n(C)c1=O
 : 1%, -9%, -7%, -7%, -2%, -15%, -11%, -7%
CCCc1ccc(C(C)NC(=O)c2cnccn2)cc1 (stereo unspecified)
 : -13%, -2%, 4%, 7%, -47%[inhibitor], ?, 4%, 16%[10 µM]
O=C(c1ccc2c(c1)OCO2)N1CCOCC1
 : 12%, 4%, 9%, 5%, 2%, -23%, 8%, -4%[10 µM]
CC(=O)Nc1ccc2nc(-c3cccnc3)[nH]c2c1
 : -2%, 3%, -4%, ?, -12%, 0%, 5%, -11%[10 µM]
COc1ccc(/C=C2\CC/C(=C\c3ccc(OC)cc3OC)C2=O)c(OC)c1
 : -4%, -9%, -25%, ?, -27%, 6%, -11%, -51%
CC(C)(C)OC(=O)N1CCN(c2ccc(CNC(=O)c3ccc(Cl)cc3)cc2)CC1
 : -2%, -15%, -23%, -1%, -74%[inhibitor], ?, 13%, -20%
CCc1ccccc1NCC(=O)Nc1ccccc1C(=O)OC
 : 6%, -13%, -25%, ?, /, ?, 12%, 19%[10 µM]
Cc1nc(/N=C(\N)NC(=O)N2c3ccccc3Sc3ccccc32)nc2ccccc12
 : -15%, ?, -21%, 0%, -15%, 12%, 1%, 4%[0.074 µM]
CC(=O)c1ccc(NC(=O)CC2Nc3cccc4cccc(c34)NC2=O)cc1 (stereo unspecified)
 : ?, 14µM*, 25µM*[quencher], ?, -2%&-10%, 4%, ?, -47%[inhibitor]
CSc1nsc(SCC(=O)Nc2nc3ccc(C)cc3s2)n1
 : -3%, ?, -24%, 40µM*, 9%, 11%, ?, 18%[10 µM]
CCn1cc(C(=O)O)c(=O)c2cc(F)c(N3CCN(C(=S)NC(=O)c4ccccc4F)CC3)cc21
 : ?, /, -4%, /, /, ?, -3%, ?
Cc1cc(C(=O)CN2C(=O)NC3(CCCCC3C)C2=O)c(C)n1Cc1cccs1 (stereo unspecified)
 : 2%, -8%, 6%, ?, 16µM*, -5%, -2%, 8%[10 µM]
S=C(NCCc1ccccc1)Nc1cnc2ccccc2c1
 : 25µM*, 17%, ?, ?, ?, -10%, ?, /
CCCOc1ccc(-c2nc(C#N)c(NCCCn3ccnc3)o2)cc1
 : ?, ?, -27%, ?, -15%, ?, ?, -82%[inhibitor]
CN1CCN(CCCNC(=O)Cn2ncc3c4ccccc4n(C)c3c2=O)CC1
 : ?, 2%, 4%, -4%, 12%, -19%, -2%, -5%[10 µM]
COc1ccc(CCC(=O)Nc2nc3c(s2)CN(C)CC3)cc1OC
 : -4%, -19%, -8%, 1%, 10%, 10%, -4%, 9%
Cc1ncn(-c2ccc(C(=O)Oc3ccccc3)cn2)n1
 : -6%, ?, -5%, -8%, -4%, -5%, -9%, 9%[10 µM]
O=C(Nc1ccc(F)c(F)c1)c1ccccc1-c1ccccc1
 : -2%, -5%, -14%, 2%, /, 0%, -6%, -6%[10 µM]
Cc1coc2c1c(C)cc1oc(=O)c(CC(=O)NCCc3ccc(Cl)cc3)c(C)c12
 : /, 6%, 3%, /, 1%, /, 1%, /
O=C(O)CCc1ccc(-c2cccs2)n1NC(=O)c1cccs1
 : 4%, -14%, -4%, -1%, 2%, 19%, 7%, 20%
CCC(C)(C)NC(=O)C(c1ccccc1F)N(Cc1ccco1)C(=O)Cn1nnc2ccccc21 (stereo unspecified)
 : 0%, -11%, -5%, 13%, -14%, 6%, 1%, 17%
CN1CCN(C(=O)c2ccccc2-c2nc(-c3ccccc3)no2)CC1
 : -4%, -6%, 0%, 4%, -6%, 5%, ?, -17%[0.074 µM]
Cc1ccc(C(C2=C(O)CC(C)(C)CC2=O)C2C(=O)CC(C)(C)CC2=O)o1 (stereo unspecified)
 : 2%, -20%, -5%, 14µM*, 6%, -4%, -5%, 7%
O=C1NCCCC1C(=O)N/N=C/c1ccc(Cl)cc1 (stereo unspecified)
 : 1%, -2%, -6%, 7%, /, -15%[9.22 µM], -7%, -10%[10 µM]
COc1ccc(NS(=O)(=O)c2ccc(OC)c(NC(=O)CCC3CCCCC3)c2)cc1
 : 7%, 8%, -16%, ?, -9%, -14%, -2%, ?
Cc1ccccc1OCC(=O)N1N=C(c2cccnc2)CC1(O)C(F)(F)F (stereo unspecified)
 : 2%, -8%, 1%, ?, ?, -1%, ?, 24%[10 µM]
COC(=O)c1ccc(NC(=S)NCCCN2CCCC2=O)cc1
 : 6%, 2%, 6%, -7%, 3%, 24%, 3%, ?
CCOC(=O)c1ccc(NC(=O)CSc2nc(C)nc3c2c(=O)n(C)c(=O)n3C)cc1
 : 0%, ?, ?, -13%, -7%, 2%, 0%, -11%

These rows are one share of the data; rates above refer to the full screens.
